# Source: PubChem
# bovine MsrA act: activates bovine MsrA enzyme; actives 0.3% (n = 360,000); AID 602163; activation, % at 10.6 µM; purified bovine MsrA, absorbance read-out; in the data active = activation above about 7.5%;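 note: 0% = vehicle and 100% = reference activator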
# Scp1 inh: Scp-1 (human) phosphatase inhibition. Q9GZU7. Recombinant Scp1, phosphopeptide, malachite green phosphate absorbance. inhibition, % at 20 µM. actives 0.88% (n = 340,000);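 active = inhibition above about 50% at 20 µM, limit read from the data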;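 note: plate controls were DMSO wells with enzyme for no effect and wells lacking enzyme for full effect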
# Target sequence (Q9GZU7 76-261 limits assumed): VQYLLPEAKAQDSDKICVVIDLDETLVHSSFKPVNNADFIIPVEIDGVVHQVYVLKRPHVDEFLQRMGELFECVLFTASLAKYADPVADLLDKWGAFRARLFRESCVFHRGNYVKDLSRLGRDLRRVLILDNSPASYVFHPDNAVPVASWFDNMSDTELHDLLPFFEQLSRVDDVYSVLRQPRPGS
#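 Test system – truncated SCP-1 phosphatase (76-261aa) · Reagent – Phosphorylated 17-residue peptide substrate · Incubation – 45 min room-temperature reaction, 5 min colour, 30 min stabiliser · Detection – colorimetric phosphate reagent with accelerator and stabiliser, absorbance at 630 nm · Measure – % inhibition at 20 µM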
# CendR NRP1 mod: NRP-1/CendR interaction modulation; O14786; FAM-RPARPAR peptide binding to NRP-1, fluorescence polarization; inhibition, % at 25 µM; actives 0.85% (n = 360,000);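 active = inhibition or corrected inhibition above about 18%, plus a signal ratio from 0.5 to 1.5, limit read from the data, passing the limit was not always enough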; note: strong numbers were not always called active
# STEP inh: inhibitors of human striatal-enriched phosphatase STEP. recombinant STEP, OMFP fluorogenic substrate, fluorescence. actives 0.25% (n = 360,000). AID 588621. P54829. inhibition, % at 20 µM;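 active = inhibition at 20 µM, scaled per plate between control wells, above about 37%, limit read from the data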;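 note: 0% = DMSO with enzyme and substrate and 100% = substrate only without enzyme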
# Target sequence (P54829 whole entry, looked up): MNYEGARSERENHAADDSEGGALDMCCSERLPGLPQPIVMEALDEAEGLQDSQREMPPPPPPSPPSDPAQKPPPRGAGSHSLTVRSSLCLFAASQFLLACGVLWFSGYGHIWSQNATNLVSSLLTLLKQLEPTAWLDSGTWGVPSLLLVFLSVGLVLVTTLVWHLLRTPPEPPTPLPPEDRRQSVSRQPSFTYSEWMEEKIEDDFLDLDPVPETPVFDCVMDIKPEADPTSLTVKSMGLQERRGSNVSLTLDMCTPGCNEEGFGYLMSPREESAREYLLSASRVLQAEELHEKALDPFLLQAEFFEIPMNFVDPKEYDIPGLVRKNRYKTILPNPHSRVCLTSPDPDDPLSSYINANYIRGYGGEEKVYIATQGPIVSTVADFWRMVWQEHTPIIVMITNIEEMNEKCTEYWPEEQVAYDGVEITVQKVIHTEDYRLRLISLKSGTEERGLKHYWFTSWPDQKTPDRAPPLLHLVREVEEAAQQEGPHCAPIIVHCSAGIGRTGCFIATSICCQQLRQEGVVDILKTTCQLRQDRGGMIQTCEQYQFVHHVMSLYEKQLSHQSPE
#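 Measure: Control-normalized % inhibition with plate pattern correction | Test system: STEP phosphatase, cell-free reaction | Medium: pH 6.0 Bis-Tris with DTT and Tween 20 | Technique: Fluorescence, 480/540 nm | Times: Reaction 20 min, ambient temperature | Doses: Single compound dose of 20 µM, 1% DMSO final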
# DNMT1 block: blocks human DNA methyltransferase DNMT1; P26358; DNMT1 molecular beacon, Hinp1I cleavage, fluorescence; actives 0.83% (n = 360,000); inhibition (reported as % activation of signal), % at 10 µM; in the data active = inhibition above about 50%
# E coli Lon inh: E. coli protease La inhibition; inhibition, % at 7.94 µM; AID 602123; purified E. coli Lon protease, fluorescence polarization; P0A9M0; actives 0.42% (n = 360,000); in the data active = inhibition above about 13%, passing the limit was not always enough;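 note: 0% = enzyme with probe and DMSO and 100% = no enzyme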
# LMPTP block: LMPTP (human) inhibition | actives 0.22% (n = 360,000) | recombinant LMPTP-A, OMFP fluorogenic substrate, fluorescence intensity | inhibition, % at 20 µM | P24666;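 active = compounds that cut the enzyme signal by at least half of the control window in the single-dose screen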;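 note: plate controls were DMSO wells with enzyme plus substrate for no effect and substrate without enzyme for full effect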
# Target sequence (P24666 whole entry, looked up): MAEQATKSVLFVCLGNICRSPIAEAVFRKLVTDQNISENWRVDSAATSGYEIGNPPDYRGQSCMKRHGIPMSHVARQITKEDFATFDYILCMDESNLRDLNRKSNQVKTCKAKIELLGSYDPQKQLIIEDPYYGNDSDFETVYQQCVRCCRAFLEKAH
#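 Test system: LMPTP-A phosphatase enzyme; input: 0.625 nM LMPTP-A final; reagent: OMFP substrate, 400 µM final; compound dosing: 20 µM single dose, 3% DMSO; incubation: 50 min dark incubation at room temperature; measured by: endpoint fluorescence intensity from OMFP dephosphorylation; measure: % inhibition relative to no-enzyme and uninhibited control wells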
# MsrA inhibitor: inhibits bovine methionine sulfoxide reductase A; purified bovine MsrA, absorbance read-out; inhibition, % at 15.5 µM; actives 0.75% (n = 360,000); AID 651718; in the data active = inhibition above about 4.5%;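 note: 0% = vehicle wells with enzyme and 100% = reference inhibitor wells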
# TbMetRS inhib: Trypanosoma brucei MetRS inhibition; purified T. brucei MetRS, ATP depletion, Kinase-Glo luminescence; actives 0.4% (n = 360,000); inhibition, % at 11.9 µM;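 active = inhibition above a per-plate cutoff of the control wells' mean inhibition plus 3 SD, cut at about 5.5% in these data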;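 note: 0% = DMSO wells median and 100% = median of wells with control inhibitor compound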
#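 System: purified T. brucei MetRS enzyme / Detection: Kinase-Glo luciferase luminescence reporting remaining unconsumed ATP / Medium: HEPES buffer with MgCl2, KCl, DTT, spermine, BSA, pyrophosphatase / Replication: singlicate, one well per compound / Evaluation: percent inhibition relative to median high and low control wells / Schedule: 2 h aminoacylation at 25 °C after 15 min preincubation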
# SUMO1-SIM PPI: modulators of human SUMO1-mediated protein-protein interactions | SUMO1 binding to a labelled peptide, TR-FRET, 1 h | inhibition, % at 20 µM | actives 0.33% (n = 360,000); in the data active = inhibition above about 37%
# Target sequence (P63165 whole entry, looked up): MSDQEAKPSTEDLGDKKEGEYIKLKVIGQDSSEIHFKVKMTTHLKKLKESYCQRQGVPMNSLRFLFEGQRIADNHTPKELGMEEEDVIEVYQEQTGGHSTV
# * = called active by the depositor; / = no result given.
no.	molecule	bovine MsrA act	Scp1 inh	CendR NRP1 mod	STEP inh	DNMT1 block	E coli Lon inh	LMPTP block	MsrA inhibitor	TbMetRS inhib	SUMO1-SIM PPI
1	CCOC(=O)c1cnc2cc(Cl)c(OC)cc2c1NCC1CCCO1 (stereo not drawn)	4.7	-6.1	9.2	33.1	1.3	-0.9	2.0	0.0	0.2	-9.1
2	Cc1ccc(C(C)C)c(OCC(=O)N/N=C/C2CCCCC2)c1	-1.1	-2.3	1.5	0.6	2.7	13.6	0.7	-1.1	1.0	-2.6
3	O=C(CNCc1ccco1)Nc1ccc(Oc2ccccc2)cc1	-4.4	-9.4	12.1	-2.1	1.2	1.6	-1.5	-0.6	-0.2	3.8
4	CCOC(=O)C1CCN(C(=O)COC(=O)c2ccc([N+](=O)[O-])o2)CC1	-1.4	0.5	-12.8	0.0	-3.5	-0.5	-1.1	-0.6	-0.1	-37.8
5	COc1cc(C(=O)Nc2cccc(NC(=O)c3cccs3)c2)cc(OC)c1OC	-1.6	-9.4	1.9	-0.3	-2.4	-3.3	0.2	1.6	-0.1	10.8
6	O=C(Oc1c(Br)cc(C(=S)N2CCOCC2)cc1Br)c1ccc(Cl)cc1	-1.3	-10.0	4.9	1.7	0.4	-5.4	3.9	0.3	-0.2	21.2
7	CC(=O)c1ccc(N2CCN(C(=O)CNC(=O)c3ccc(Br)o3)CC2)cc1	-1.7	/	-0.5	-3.2	-1.7	-0.6	-1.1	3.4	-0.3	-0.4
8	CCOC(=O)NC1(NC(C)C)Oc2ccccc2O1	-4.1	-7.2	3.8	-1.3	-1.6	2.8	2.8	-0.6	-0.8	-2.7
9	CCC[n+]1c(C)sc2c3c(ccc21)CCCC3	-4.5	98.1*	-24.8	2.5	33.3	-5.3	4.6	/	-0.6	3.4
10	COC(=O)c1cc(=O)c2cccc(OC)c2[nH]1	-1.2	-7.9	5.2	1.9	0.2	-2.4	-2.2	0.0	-0.6	-14.3
11	COc1ccc(S(=O)(=O)N2CCCC2)cc1C(=O)N1CCCCC1	-11.8	1.7	5.9	1.9	2.4	-4.5	0.2	0.7	-0.8	0.9
12	CCN(CC)CCn1c2c(c(SCC(=O)Nc3ccc4c(c3)OCCO4)nc1=O)CCC2	-2.8	-7.6	2.8	1.3	4.2	-4.1	0.2	-1.1	-0.4	-1.7
13	CC(C)(C)OC(=O)NCCc1nnc(SCc2ccccc2Cl)o1	-14.9	-2.5	16.7	-0.4	12.2	1.9	-0.6	-1.3	-1.8	-1.8
14	C[C@H](CO)N1C[C@H](C)[C@H](CN(C)C(=O)Nc2cccc3ccccc23)Oc2c(NC(=O)c3ccc(-c4nccs4)cc3)cccc2C1=O	-1.2	-1.3	-3.8	-0.3	-11.8	-1.2	1.2	2.3	0.3	-3.9
15	CC(C)CN1CC(C)C(=O)N(c2ccccc2)C1=S (stereo not drawn)	-1.6	-5.0	11.2	0.3	-4.6	-7.3	1.4	0.3	-0.4	-1.7
16	O=C(COc1ccc(Br)cc1)N/N=C1/SCC(=O)N1Cc1ccco1	-3.5	-10.9	-13.9	3.4	-0.3	-3.8	-1.0	1.2	-0.3	3.3
17	COc1cccc(CNCc2ccc(OC)c3ccccc23)c1OC	-1.7	-5.9	7.1	-0.3	-0.4	4.0	-1.9	-0.4	-1.0	-11.8
18	COC(=O)c1cc(C(=O)Nc2nc3ccccc3[nH]2)cc([N+](=O)[O-])c1	-1.6	-5.9	3.0	-1.0	-0.5	-10.8	0.4	-0.1	0.1	8.3
19	O=S1(=O)CC(N2CCCCC2)C1CN1CCCCC1 (stereo not drawn)	-11.2	/	4.0	-3.7	6.3	14.8	0.3	2.1	0.2	4.1
20	Cc1ccccc1OCC(=O)Nn1c(COc2ccccc2)nc2ccccc2c1=O	-6.8	-9.7	-3.0	-3.1	-4.9	-0.3	0.7	-0.1	-0.9	10.1
21	O=C(Nc1cccc(C(F)(F)F)c1)c1cc2c(s1)-c1ccccc1OC2	-1.7	-7.8	0.3	0.5	-4.6	-4.0	-0.9	1.8	-1.3	-2.5
22	CN1CCN(C(=O)c2ccc(-c3cnn(C)c3)c3ccoc23)CC1	-5.7	/	9.6	0.7	2.6	-6.8	-0.2	/	0.2	1.9
23	CCCCN(CCCC)CC(O)COc1ccccc1C(=O)Nc1ccccc1 (stereo not drawn)	-9.8	-0.7	2.0	-0.2	2.3	1.0	0.3	0.8	-0.7	3.8
24	CS/C(N)=N/N=C/c1ccc([N+](=O)[O-])cc1	-4.2	23.1	11.9	-0.8	2.4	-7.7	0.0	1.0	-0.8	-20.8
25	Cn1c(=O)c2c(ncn2CCOc2cccc(Br)c2)n(C)c1=O	-3.3	-7.0	-8.8	-1.4	1.4	-5.5	4.3	-1.0	-1.3	4.6
26	Cc1cccc(NC(=O)Nc2ccc(C#N)cc2)n1	-6.5	2.8	-7.3	5.7	-0.7	-3.8	2.7	-0.1	-0.1	29.2
27	O=C1N(c2ccccc2)C2CS(=O)(=O)CC2N1c1ccc(Cl)c(Cl)c1 (stereo not drawn)	-3.7	-12.3	-0.6	3.5	-3.6	-6.4	-1.1	-2.0	-0.7	-4.2
28	O=C(NCC1CCCCC1)c1ccc2nc([C@H]3C[C@H](O)[C@@H](CO)O3)[nH]c2c1	-0.1	/	-7.9	-0.7	-1.0	-2.7	-0.1	0.0	-0.1	-3.3
29	COc1ccc(-c2ccc(NC(=O)c3ccco3)cc2)nn1	-4.3	/	-3.5	1.1	-3.6	1.7	0.8	1.8	-1.6	2.2
30	Cc1ccc(C(=O)n2c(N)nc3ccccc32)cc1	-0.4	-9.6	4.9	0.1	2.7	-12.2	-1.5	1.3	-1.0	-6.1

# A second format for 3 compounds above:
(30) Cc1ccc(C(=O)n2c(N)nc3ccccc32)cc1
(22) CN1CCN(C(=O)c2ccc(-c3cnn(C)c3)c3ccoc23)CC1
(29) COc1ccc(-c2ccc(NC(=O)c3ccco3)cc2)nn1

screen / no.,30,22,29
bovine MsrA act,-0.4,-5.7,-4.3
Scp1 inh,-9.6,/,/
CendR NRP1 mod,4.9,9.6,-3.5
STEP inh,0.1,0.7,1.1
DNMT1 block,2.7,2.6,-3.6
E coli Lon inh,-12.2,-6.8,1.7
LMPTP block,-1.5,-0.2,0.8
MsrA inhibitor,1.3,/,1.8
TbMetRS inhib,-1.0,0.2,-1.6
SUMO1-SIM PPI,-6.1,1.9,2.2

# Going on with the list.
no.	molecule	bovine MsrA act	Scp1 inh	CendR NRP1 mod	STEP inh	DNMT1 block	E coli Lon inh	LMPTP block	MsrA inhibitor	TbMetRS inhib	SUMO1-SIM PPI
31	CCC(Sc1ncccc1C(=O)OCCN1CCCC1=O)C(=O)NCc1ccco1 (stereo not drawn)	-4.7	-2.2	-0.2	-0.2	-2.3	2.6	-0.8	3.3	-1.2	-0.5
32	COc1ccccc1NC(=O)c1c([N+](=O)[O-])c(C(C)(C)C)nn1C	0.4	-0.7	-4.7	-0.7	1.3	-7.5	-0.6	1.1	-0.1	0.1
33	CCOc1ccc(NC(=O)CC2C(=O)Nc3ccccc3N2C(=O)c2ccccc2)cc1 (stereo not drawn)	-2.1	-6.9	7.3	-0.8	-0.9	14.7*	-0.2	-0.4	-0.8	4.3
34	COc1ccc2c(-c3ccccc3)cc(SCC(=O)NC(N)=O)nc2c1	-3.3	-19.1	-15.2	-3.9	16.3	8.7	-0.6	0.7	-0.4	32.2
35	Cn1c(=O)n(Cc2ccccc2Cl)c(=O)c2c1[nH]c(=S)n2C	-0.8	-1.6	5.7	1.3	1.9	1.5	24.7	-1.0	-0.9	0.3
36	Cc1ccc(O)c(N=Nc2ccc(S(=O)(=O)N3CCOCC3)cc2)c1	-3.1	-6.1	5.3	-2.5	-7.7	-2.2	1.6	1.0	-0.7	-15.0
37	CC12CCC(C(=O)Nc3ccc(Br)cn3)(OC1=O)C2(C)C (stereo not drawn)	-1.0	-3.3	-0.5	1.6	3.5	-6.5	-1.5	-0.1	-0.2	-9.6
38	COc1ccc(OC)c(C(O)c2ncc(-c3ccccc3OC)[nH]2)c1 (stereo not drawn)	-5.6	/	-5.4	2.4	6.9	-7.5	-0.9	-1.6	0.0	0.6
39	COc1ccc(-c2coc3cc4oc(=O)cc(-c5ccccc5)c4cc23)cc1F	-8.0	-5.5	-4.4	3.1	18.6	-4.3	0.8	0.7	-0.8	-5.9
40	COC(=O)C(C(=O)OC)c1ccccc1CNS(=O)(=O)c1ccc(C)cc1	/	/	-6.7	/	/	/	-2.4	0.0	-1.2	-3.0
41	CC(C)C(=O)NC(c1cccc([N+](=O)[O-])c1)c1ccc2cccnc2c1O (stereo not drawn)	0.6	-13.9	6.6	0.3	-7.0	5.3	2.5	-1.2	0.9	-19.6
42	COC(=O)CCSCC(=O)N1N=C(c2ccc(OC)cc2)CC1c1cccc(OC)c1OC (stereo not drawn)	-6.0	-3.6	4.2	3.4	-4.0	-4.0	-0.2	0.7	0.1	-4.1
43	COc1ccc(C(=O)Nc2c(N)nc(SCC(=O)N3CCC(C)CC3)[nH]c2=O)cc1OC	-5.9	1.5	4.1	-2.1	0.2	5.0	-2.7	-1.4	-1.0	1.0
44	O=C(Nc1ccc2c(c1)C(=O)NC2=O)c1cccc(C(F)(F)F)c1	-2.4	88.4*	-8.2	4.8	25.7	4.6	-2.1	-0.2	-0.2	8.6
45	Cc1cc(NC(=O)CSc2ccc3nnc(CCNC(=O)c4ccccc4)n3n2)no1	0.2	1.9	-8.1	0.1	-2.3	3.8	-0.8	-0.3	-0.2	-2.2
46	COc1ccc(C2C(C(=O)N3CCC(C(N)=O)CC3)CC(=O)N2c2ccc(OC)cc2)cc1 (stereo not drawn)	-8.4	0.4	1.9	-1.9	0.6	5.3	-1.0	1.1	-0.9	-2.5
47	c1ccc(NCCCNc2ccccc2)cc1	-2.7	3.9	6.7	-3.7	-13.3	5.9	2.4	-2.3	-1.3	-2.4
48	Cc1n[nH]c(C)c1S(=O)(=O)N1CCCC(C(=O)NC2CCCCC2)C1 (stereo not drawn)	-3.4	-1.9	-13.8	4.6	0.0	-2.7	-2.0	-0.1	-0.2	-2.1
49	Cc1ccc(Oc2nnc(-c3ccccc3)c3ccccc23)cc1	-4.3	8.9	0.7	-0.7	1.4	-4.3	1.3	-1.9	-1.2	-0.4
50	O=C(NCCS(=O)(=O)c1ccc(Cl)cc1)c1ccc(F)cc1	-2.4	-5.0	7.4	2.5	1.2	-6.7	-0.8	0.2	-0.1	0.2
51	O=C(Cc1ccccc1)N1CCN(C(=O)c2cccs2)CC1	0.5	-6.9	-0.6	6.8	1.5	-3.6	-2.0	1.2	-0.6	5.0
52	CC[C@@]1(C(=O)OC)N[C@H](CN(C)C(=O)c2ccc(C)cc2)[C@@H]2C(=O)N(Cc3ccccc3)C(=O)[C@@H]21	-5.8	4.1	-9.9	-1.6	4.3	-1.0	-2.9	-1.0	-2.3	-0.7
